# Screening results from PubChem BioAssay.
# DAX1 inh-1: inhibits human nuclear receptor DAX1; HEK293 Gal4-DAX1 luciferase reporter, luminescence; P51843; AID 504766; hit rate 0.99% among 340,000; inhibition, % at 6.75 µM;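 active means inhibition above the mean over all tested compounds plus 3 SD, cut at about 4.2% in these data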;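 further: 0% = DAX1-transfected cells with DMSO and 100% = empty-vector control cells with DMSO; inhibition shows as a rise in luminescence from relieved DAX1 repression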
# hcDAF-12 act: activates DAF-12 receptor from parasite H. contortus; HEK293 hcDAF-12 lit1-tk-luc reporter, luminescence; 0% DMSO, 100% Δ7-dafachronic acid; activation, % at 6.8 µM; hit rate 1.4% among 370,000; AID 652067;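 active means activation above the mean of all tested compounds plus 3 SD, cut at about 5.5% in these data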;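 further: 100% = response to 3 µM Δ7-dafachronic acid high control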
# DAX1 inh-2: DAX1 (NR0B1) inhibition, primary screen; HEK293T StAR-luciferase reporter, SF-1/DAX-1 repression relief; hit rate 1.1% among 370,000; AID 652010; inhibition, % at 6.8 µM;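 active means inhibition above the mean over all tested compounds plus 3 SD, cut at about 3.6% in these data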;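 further: 0% = DAX-1 cells with DMSO and 100% = cells lacking DAX-1 with DMSO; higher inhibition means more luminescence from relief of DAX-1 repression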
# HGIII-sPLA2 inh: Inhibits HGIII-sPLA2 liposome hydrolysis, primary screen; Q9NZ20; QFRET BODIPY PC-A2 liposome hydrolysis, fluorescence; inhibition, % at 12.2 µM; hit rate 0.56% among 370,000; AID 743126;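 active means inhibition above mean plus 3 SD of compounds lying within the high and low control bounds, cut at about 19% in these data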;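 further: 0% = median of test compound wells and 100% = no enzyme DMSO wells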
# hgDAF12 agonist: agonists of H. glycines DAF-12 nuclear receptor; activation, % at 6.8 µM; AID 687014; hit rate 1.8% among 370,000; HEK293 GAL4-hgDAF12 UAS-luciferase reporter, agonist luminescence; normalized to butyrate control;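 active means activation above a cutoff set at the mean of all screened compounds plus 3 SD, cut at about 10% in these data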;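 further: 0% = DMSO wells and 100% = sodium butyrate wells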
# ADAM10 inh: ADAM10 inhibition, QFRET primary screen. hit rate 0.62% among 370,000. inhibition, % at 7 µM. recombinant ADAM10, EDANS/DABCYL FRET peptide cleavage, 3 h;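 active means inhibition above a per-campaign cutoff equal to the mean of compounds falling between control-based bounds plus 3 SD, cut at about 20% in these data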;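 further: 0% = DMSO wells while the 100% control is not disclosed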
# ssDAF-12 act: activates DAF-12 receptor from parasite S. stercoralis; activation, % at 6.8 µM; hit rate 1% among 370,000; HEK293 ssDAF-12/GRIP1 lit1-tk-luc reporter, luminescence; % of 3 µM dafachronic acid response;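 active means activation above the mean over all tested compounds plus 3 SD, cut at about 0.9% in these data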;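 further: 0% = DMSO-only wells and 100% = 3 µM delta7-dafachronic acid wells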
# PLCg1 inh: blocks human PLC-gamma1 enzyme activity. P19174. purified PLC-gamma1, fluorogenic substrate, fluorescence. inhibition, % at 12.2 µM. hit rate 0.84% among 370,000; in the data active means inhibition above about 9.5%
# GAA850 FXN act: activators of GAA850 frataxin (FXN) promoter. HEK293 lucGAA850 FXN promoter luciferase reporter, 24 h; percent of 10 µM SAHA response. activation, % at 6 µM. hit rate 0.56% among 360,000. AID 540364;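 active means activation above the average of all compounds screened plus 3 SD, cutoff fixed separately per campaign, cut at about 7.5% in these data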;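 further: 0% = DMSO wells and 100% = 10 µM SAHA wells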
# ADAM17 inh: inhibitors of human ADAM17; P78536; hit rate 0.83% among 370,000; recombinant ADAM17, EDANS/DABCYL FRET peptide cleavage; AID 720648; inhibition, % at 6.95 µM;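 active means inhibition above the mean of compounds lying between control limits plus 3 SD, set per campaign, cut at about 8.5% in these data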;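 further: 0% = DMSO-only wells as the low control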
# PLC-beta3 inh: blocks human PLC-beta3 enzyme activity | Q01970 | inhibition, % at 12.2 µM | hit rate 0.18% among 370,000 | Purified PLC-beta3, fluorogenic substrate, fluorescence | AID 720704; in the data active means inhibition above about 11%;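 further: 0% = median of compound wells on plate and 100% = full blocker control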
# Target sequence (Q01970 whole entry, looked up): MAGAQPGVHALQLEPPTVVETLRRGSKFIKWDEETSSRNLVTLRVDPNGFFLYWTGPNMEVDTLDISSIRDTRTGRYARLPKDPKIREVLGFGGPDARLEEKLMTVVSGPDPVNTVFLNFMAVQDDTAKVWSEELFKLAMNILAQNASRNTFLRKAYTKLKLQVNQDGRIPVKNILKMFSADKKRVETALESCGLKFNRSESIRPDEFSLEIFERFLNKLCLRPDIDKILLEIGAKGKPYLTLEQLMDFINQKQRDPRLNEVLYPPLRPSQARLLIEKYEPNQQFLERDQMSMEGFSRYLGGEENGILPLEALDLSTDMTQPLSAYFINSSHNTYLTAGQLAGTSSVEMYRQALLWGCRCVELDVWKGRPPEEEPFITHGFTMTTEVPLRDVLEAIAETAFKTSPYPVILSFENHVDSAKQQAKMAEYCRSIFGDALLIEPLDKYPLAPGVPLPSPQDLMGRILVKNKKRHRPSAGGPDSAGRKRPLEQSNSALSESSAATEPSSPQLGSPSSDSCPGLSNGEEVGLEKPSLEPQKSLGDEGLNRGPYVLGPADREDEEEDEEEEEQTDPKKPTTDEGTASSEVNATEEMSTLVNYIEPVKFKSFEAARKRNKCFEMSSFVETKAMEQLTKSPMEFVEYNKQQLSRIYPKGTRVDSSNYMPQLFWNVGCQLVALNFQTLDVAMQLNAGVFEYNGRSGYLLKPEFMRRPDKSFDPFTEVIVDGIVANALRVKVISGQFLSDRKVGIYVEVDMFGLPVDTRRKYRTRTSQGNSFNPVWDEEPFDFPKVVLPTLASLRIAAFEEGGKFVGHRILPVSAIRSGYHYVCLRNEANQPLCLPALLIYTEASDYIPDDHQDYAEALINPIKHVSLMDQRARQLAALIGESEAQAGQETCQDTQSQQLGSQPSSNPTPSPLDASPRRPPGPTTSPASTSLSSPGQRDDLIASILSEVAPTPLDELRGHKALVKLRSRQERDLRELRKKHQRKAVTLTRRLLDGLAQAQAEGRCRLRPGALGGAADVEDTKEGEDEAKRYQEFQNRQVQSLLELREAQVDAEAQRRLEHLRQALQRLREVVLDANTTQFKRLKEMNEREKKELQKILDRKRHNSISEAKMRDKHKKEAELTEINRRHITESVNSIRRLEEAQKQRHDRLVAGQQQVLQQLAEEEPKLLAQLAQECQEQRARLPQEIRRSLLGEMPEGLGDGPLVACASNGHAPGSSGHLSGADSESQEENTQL
# Active calls of the source: *; / = no result given.
SMILES,DAX1 inh-1,hcDAF-12 act,DAX1 inh-2,HGIII-sPLA2 inh,hgDAF12 agonist,ADAM10 inh,ssDAF-12 act,PLCg1 inh,GAA850 FXN act,ADAM17 inh,PLC-beta3 inh
O=C(COC(=O)c1cccc(S(=O)(=O)N2CCCC2)c1)Nc1ccccc1,0.0,0.5,0.3,-8,-1.6,1,-1.6,1,0.6,0,5
O=C(NCc1nnc2c(C(F)(F)F)cc(Cl)cn12)c1cccnc1,-0.2,-0.6,0.0,7,-0.9,6,-1.3,1,-0.8,-1,-6
Cc1ccc(NC(=O)C(=O)NCc2ccc(/C=N/NC(=O)c3c(C)nc4ccccn34)o2)cc1,-0.4,4.0,0.9,-4,1.8,-6,-1.5,-4,4.0,1,-6
COc1ccccc1C(=O)Nc1ccc(S(=O)(=O)N2CCOCC2)cc1,-0.1,-0.7,-1.0,2,-1.0,3,-1.9,-1,-1.1,-4,-2
COc1cc(Cl)ccc1OCc1cc(C(=O)N(C)Cc2cccc3cnccc23)no1,-0.4,-1.7,-5.4,-7,-2.4,4,-0.8,0,1.3,3,-7
CC(C)[C@H](NC(=O)N1CCn2c1nc1ccccc12)C(=O)NC1CCCCC1,0.6,-0.1,0.1,5,-0.6,-3,-1.3,7,1.2,5,-3
CCCCNC(=O)Cc1ccc(C)cc1,-0.2,-1.3,-0.1,1,-0.3,-2,-0.3,-1,2.5,0,-1
Cc1sc(NC(=O)c2cc(-c3ccc(Cl)cc3)nc3ccccc23)c(C(N)=O)c1C,-0.5,-1.6,-0.7,0,-2.0,-11,-1.1,-2,1.9,-3,-8
CC(C)NC(=O)N1Cc2cc(C(=O)NC3CCC3)nc(-c3cccc(-c4cncnc4)c3)c2[C@H]1CCO,/,-0.4,0.7,5,-3.1,1,-0.9,4,/,-2,-2
Cc1ccc(-n2nc(C)c3c2OC(N)=C(C#N)C3c2ccco2)cc1 (stereo unspecified),-0.8,4.3,-0.1,-12,1.7,-1,-0.3,-6,2.6,1,-13
Cc1ccc(N(C)S(=O)(=O)c2csc(C(N)=O)c2)cc1C,0.4,-0.6,0.0,-2,-3.5,-7,-1.5,0,0.6,-3,-7
COCCN(C(=O)CSc1nncn1-c1ccccc1)c1c(N)n(Cc2ccccc2)c(=O)[nH]c1=O,-0.1,0.2,0.3,4,-0.9,-2,-1.2,-1,1.7,-4,1
O=C(Cc1ccc(-n2c(=O)c3ccccc3n(Cc3ccc(F)cc3)c2=O)cc1)NCC1CCCO1 (stereo unspecified),0.6,2.9,0.4,1,-4.1,-13,-1.2,1,4.0,-2,1
O=C(/C=C/c1ccccc1)Nc1cc(S(=O)(=O)N2CCOCC2)ccc1N1CCOCC1,4.5*,-1.0,0.3,4,0.6,-3,-0.7,-2,-0.1,1,-7
Cc1cc(S(=O)(=O)NCc2ccccc2)ccc1OCC(=O)NCc1ccccn1,0.9,-2.0,-0.1,-6,-1.6,5,-0.7,2,-2.2,-1,-6
O=C(CCNS(=O)(=O)c1ccccc1)NNC(=O)COc1ccc(Cl)cc1,1.6,-0.2,-1.2,0,2.2,-5,-0.8,3,-1.1,-7,-2
CCCN(CCC)C(=O)NC1CC(=O)N(c2ccc(OC)cc2)C1 (stereo unspecified),0.8,-1.6,0.7,-3,-0.4,-7,-1.3,1,-0.5,-3,4
O=C(NC1CCCC1)C(c1ccc(F)cc1)N(Cc1ccc(Cl)cc1)C(=O)CCl (stereo unspecified),-1.4,1.2,-0.8,4,-2.5,0,-1.5,2,-12,-2,1
COC(=O)C1CC2(C(=O)OC)CC(C(=O)OC)(CC(C(=O)OC)C2=O)C1=O (stereo unspecified),-0.4,0.0,0.2,-2,4.9,0,-0.8,3,-0.1,-3,1
COC(CNC(=O)C1CCC(CNS(=O)(=O)c2c(C)cc(C)cc2C)CC1)OC (stereo unspecified),0.8,-1.3,-0.1,-9,-1.4,7,-1.0,1,-1.0,0,-3
C#CCOCCOCCOCCNc1nc(N2CCN(C(=O)[C@H](CCC(=O)O)n3cc([C@@H](N)[C@H](C)CC)nn3)CC2)nc(N2CCN(C(=O)[C@H](CCC(=O)O)n3cc([C@@H](N)CCSC)nn3)CC2)n1,-0.7,-1.4,-1.6,3,1.0,-2,-1.1,-1,1.9,-3,3
CS(=O)(=O)N(Cc1ccc(Cl)cc1)c1ccc(C(=O)NCCC2=CCCCC2)cc1,-0.3,-1.7,-0.3,-4,2.3,1,-1.4,-2,-2.0,-2,1
NC(=O)CC(NC(=O)c1ccc(Br)cc1)c1ccc(NC2CCCCCC2)c([N+](=O)[O-])c1 (stereo unspecified),2.9,-0.7,0.8,9,-1.3,-6,-1.1,4,2.8,1,3
O=C(O)c1ccc2c(c1)N(Cc1ccccc1)C(=O)c1ccccc1S2=O (stereo unspecified),2.3,-2.9,0.8,-3,2.7,-9,-1.3,0,0.9,-3,3
O=C(N/N=C/c1ccc([N+](=O)[O-])cc1)c1cc2ccccc2o1,1.8,-0.3,0.2,8,2.6,-3,-1.6,-1,-2.0,-2,-5
CCC(=O)/C=C1\Sc2ccc(OC)cc2N1CCO,-0.1,-1.3,-0.6,2,2.0,-11,-1.6,2,-0.9,0,4
COc1ccc(-c2cc(C(F)(F)F)nc(-n3ccnc3C)n2)cc1,-0.4,-1.0,0.4,14,-3.3,-21,-1.1,-3,1.7,-2,-12
CC(Cc1cccs1)NC(=S)Nc1ccc(Cl)cc1 (stereo unspecified),-2.5,-1.4,-1.6,-4,-1.3,1,-1.8,1,2.9,0,-1
Cc1ccc(C2NC(=O)c3sc(=S)n(-c4ccccc4)c3N2)cc1 (stereo unspecified),0.6,-0.5,-0.8,-39,3.0,3,-0.6,-1,3.9,2,-3
C=CCn1c(C)nnc1SCC(=O)NC1CC1,1.0,0.1,-0.9,2,0.0,-1,-1.0,-1,-0.1,-2,-7
Cc1ccc(NC(=O)COC(=O)c2ccc(Cl)nc2)cc1S(=O)(=O)N1CCCCC1,2.0,-1.1,1.0,-5,2.1,2,-0.9,-4,1.7,-4,-11
Cc1ccc(N2C(=O)CC(Sc3ncccn3)C2=O)cc1C (stereo unspecified),2.3,-1.3,-0.8,2,-2.3,-3,-0.7,1,-0.7,2,-2
C=CCNc1nc(=S)[nH]c2cc(OC)c(OC)cc12,-1.3,0.4,0.1,6,-2.5,-14,-1.2,-2,-1.7,-4,-1
CC(OC(=O)c1ccc2ncsc2c1)C(=O)N(C)C1CCCCC1 (stereo unspecified),0.3,-0.6,0.4,-4,-4.3,-6,-0.9,-2,3.0,-2,-6
CC(C)(C)c1ccc(C(=O)Nc2nonc2-c2nc3ccccc3[nH]2)cc1,0.3,1.4,-0.2,1,2.1,-1,-1.7,1,1.8,-2,2
O=C(CNC(=O)c1ccc2c(c1)OCO2)N/N=C/c1cc(Br)ccc1O,-0.5,-1.5,-1.1,-11,1.2,-15,-1.0,-54,-1.1,-4,-80
CCCn1nnc(NC(=O)c2cc(Br)ccc2OC)n1,0.7,-0.8,0.1,-6,1.0,-4,1.1*,2,3.0,-5,1
O=C(OC1CCS(=O)(=O)c2sccc21)c1ccccc1 (stereo unspecified),-1.2,-0.2,-0.3,-4,-0.2,2,-1.0,3,2.1,1,1
COc1ccc(S(=O)(=O)NCC2CC3C=CC2C3)cc1OC (stereo unspecified),0.6,-0.9,0.3,3,-4.5,1,-1.3,0,-0.8,3,-4
S=c1[nH]ncc2ccccc12,0.3,-2.7,0.2,9,-0.9,-6,-1.8,1,-0.5,-2,3

# Printed as active in ssDAF-12 act (from the list above):
compound	DAX1 inh-1	hcDAF-12 act	DAX1 inh-2	HGIII-sPLA2 inh	ADAM10 inh	ssDAF-12 act	PLCg1 inh	ADAM17 inh	PLC-beta3 inh
CCCn1nnc(NC(=O)c2cc(Br)ccc2OC)n1	0.7	-0.8	0.1	-6	-4	1.1*	2	-5	1

# More structures.
SMILES,DAX1 inh-1,hcDAF-12 act,DAX1 inh-2,HGIII-sPLA2 inh,hgDAF12 agonist,ADAM10 inh,ssDAF-12 act,PLCg1 inh,GAA850 FXN act,ADAM17 inh,PLC-beta3 inh
COc1cc(/C=N/NC(=O)c2cnn3c(C)cc(-c4ccccc4)nc23)ccc1O,-1.5,-1.0,-0.2,0,-1.8,5,-1.9,-4,-2.6,0,-2
CCN(CC1COc2ccccc2O1)C(=S)Nc1ccc(F)cc1 (stereo unspecified),0.1,-1.3,-1.1,1,-1.0,2,-0.1,1,1.3,-2,1
Cc1noc(/C=C/N(C)C)c1S(=O)(=O)N1CCCC(C(=O)NCc2ccc(Cl)cc2)C1 (stereo unspecified),0.8,-0.2,0.2,7,-0.5,3,-1.2,-20,-0.5,1,-48
COc1ccc(CCNC(=O)c2cc(C)oc2C)cc1,-0.5,-0.1,-0.9,4,-1.8,-6,-1.1,1,0.8,-5,-5
COc1ccc(/C=C/C(=O)C2(O)CCCCC2)cc1,-0.5,0.6,-0.2,3,-0.6,-9,0.3,-1,3.1,-5,-10
COc1ccc(C2C(C(=O)Nc3cc(Cl)ccc3F)CCC(=O)N2c2ccc(OC)cc2)cc1 (stereo unspecified),/,-1.6,-0.7,-25,-2.6,7,-1.7,4,/,4,2
Cc1ccn2c(=O)nc(SCC(=O)N3CCC(C)CC3)nc2c1,-1.3,0.6,0.3,8,-1.1,-9,-1.1,-4,-0.3,-8,-15
CC(C)NC(=O)N(C)C[C@H]1Oc2ccc(NS(=O)(=O)c3ccccc3)cc2C(=O)N([C@H](C)CO)C[C@H]1C,-0.5,-0.7,-0.1,0,3.0,-3,-1.2,0,-0.8,1,2
COCCCNC(=O)CCc1nc2cccnc2n1Cc1ccccc1,0.1,-2.0,0.2,5,-1.4,-5,-1.1,1,0.8,-5,0
O=C(Nc1ccc(C(=O)N2CCCCC2)cc1)C1CCC1,0.1,-0.6,-0.2,6,0.9,-2,-1.1,0,0.2,-1,-1
Nc1cccc(-c2cncc(N3CCN(Cc4ccccn4)CC3)n2)c1,/,-1.1,-0.5,-3,2.4,-23,-1.3,-2,0.2,-3,1
Cc1nc2nc(C)n(CCN3CCOCC3)c(=O)c2c(-c2cccc([N+](=O)[O-])c2)c1C(=O)CCCCCCCCCCN1CCC(c2ccccc2)(c2ccccc2)CC1,0.2,-0.9,-0.8,-32,0.4,4,-1.8,6,-7.5,7,3
COc1ccccc1/C=N/NC(=O)c1ccc2c(c1)OCO2,4.3*,0.0,0.1,-1,4.1,0,-0.9,3,3.0,-2,-3
COc1ccccc1N(C)S(=O)(=O)c1ccc(Cl)c(C(=O)Nc2cccc(C)n2)c1,0.7,-0.2,-3.2,-3,-0.7,0,-1.7,2,4.3,0,-3
O=C(Nc1ccc(Br)cc1)c1cccnc1N1CCCCC1,0.7,3.0,0.1,-2,2.9,-11,-0.6,-9,0.9,-6,-15
CCOP(=O)(OCC)c1ccc2c(c1)C(=O)c1ccccc1CC2,-0.6,-1.0,0.1,2,-1.4,-1,-1.5,1,3.0,0,1
O=c1c2ccccc2c(=O)n(Cc2ccccc2)n1Cc1ccccc1,0.9,-1.5,-0.5,-7,0.1,12,-1.5,0,3.0,5,-2
